USP1-UAF1 inh: inhibitors of human USP1/UAF1 deubiquitinase; O94782; recombinant USP1/UAF1, Ub-Rhodamine cleavage fluorescence; Potency, µM (titrated, usually from 57.1 µM), for inactives: at the highest dose activity change, negative = inhibition, usual class: inhibitors; 390,000 compounds, 0.23% hits; AID 743255; further: potency means the concentration at half of the fitted maximal effect; on the % scale 0 is the no-effect control and ±100 the full control effect; nearly all actives have a fitted effect of over 60% in size; inactives centre near -12
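USP1/UAF1 complex at 1 nM was preincubated with compound for 15 min at room temperature, then Ub-Rho substrate (150nM final) was added. Fluorescence (480/540 nm) was read kinetically, 6 reads every 60 seconds.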
TrxR1 substrate: substrates of rat thioredoxin reductase 1. purified TrxR1 substrate turnover, NADPH consumption readout. Potency, µM (top dose mostly 114 µM), for inactives: at the highest dose activity change, negative = substrate turnover. 390,000 compounds, 0.01% hits. O89049; further: potency means the concentration at half of the fitted maximal effect; on the % scale 0 is the no-effect control and ±100 the full control effect; nearly all actives have a fitted effect of over 50% in size
Target sequence (O89049 whole entry, looked up): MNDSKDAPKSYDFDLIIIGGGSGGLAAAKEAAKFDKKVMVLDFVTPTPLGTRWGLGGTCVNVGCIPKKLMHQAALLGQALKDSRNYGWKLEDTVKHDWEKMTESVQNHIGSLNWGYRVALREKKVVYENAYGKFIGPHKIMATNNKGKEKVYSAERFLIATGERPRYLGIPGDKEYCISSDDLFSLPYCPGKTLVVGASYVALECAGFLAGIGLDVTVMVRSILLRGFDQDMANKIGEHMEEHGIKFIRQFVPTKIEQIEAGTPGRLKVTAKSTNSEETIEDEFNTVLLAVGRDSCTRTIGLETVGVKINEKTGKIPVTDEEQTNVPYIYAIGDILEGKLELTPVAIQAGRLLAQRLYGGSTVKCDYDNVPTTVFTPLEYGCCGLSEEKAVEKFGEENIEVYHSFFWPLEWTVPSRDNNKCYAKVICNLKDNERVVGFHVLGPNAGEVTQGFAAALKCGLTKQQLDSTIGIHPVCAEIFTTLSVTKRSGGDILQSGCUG
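Rat TrxR1, dispensed at 90 nM, was prereduced with 400 uM NADPH (final) for 5 min at ~22 deg C, then incubated with compound 15 min before 400 uM selenite. A first-read NADPH fluorescence drop versus no-compound background flagged substrates.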
Vif-APOBEC3G blk: Vif-A3G binding inhibition; Q9HC16; HeLa A3G-eYFP + Vif (tagged APOBEC3G with the HIV-1 protein that degrades it), YFP fluorescence, overnight; Potency, µM (titrated, usually from 46.1 µM), without a hit: at the top dose activity, negative = active, most hits filed as inhibitors; 410,000 compounds, 0.076% hits; AID 602310;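 further: potency means the concentration at half of the fitted maximal effect; on the % scale 0 is the no-effect control and ±100 the full control effect; nearly all actives have a fitted effect of over 60% in size; hits raise eYFP signal because A3G escapes Vif-driven loss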
Target sequence (Q9HC16 whole entry, looked up): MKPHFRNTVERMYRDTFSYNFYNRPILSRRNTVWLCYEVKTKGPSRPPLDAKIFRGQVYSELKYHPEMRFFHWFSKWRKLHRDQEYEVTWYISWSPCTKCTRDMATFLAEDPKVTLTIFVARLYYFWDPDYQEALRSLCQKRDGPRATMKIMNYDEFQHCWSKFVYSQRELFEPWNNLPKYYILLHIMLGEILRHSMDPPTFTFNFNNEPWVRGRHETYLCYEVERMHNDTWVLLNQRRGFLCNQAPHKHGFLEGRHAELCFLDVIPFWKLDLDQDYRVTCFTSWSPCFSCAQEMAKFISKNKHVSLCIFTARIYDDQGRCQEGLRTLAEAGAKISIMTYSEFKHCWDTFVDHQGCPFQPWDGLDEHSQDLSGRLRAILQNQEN
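Read-out is eYFP fluorescence (Ex 488/Em 500-530) from Vif-expressing HeLa A3G-eYFP cells; more signal means A3G escaped Vif-mediated degradation. Cells plated overnight, compound pinned in, incubated overnight at 37 deg C.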
LDHA inh: blocks human lactate dehydrogenase A | purified LDHA, NADH/diaphorase-resazurin fluorescence; hits give low values | 480,000 compounds, 0.15% hits | P00338 | activity change, % (values are at about 110 or 230 µM); in the data active means activity change below about -30%; inconclusive means mostly about -25% to -30%;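 further: plate controls were DMSO wells for no effect and wells without enzyme for full effect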
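Enzyme activity of human lactate dehydrogenase 5 (2 nM; 0.06 mM NADH, 0.2 mM pyruvate, 5 min, RT) is measured via a resazurin/diaphorase fluorescence readout of residual NADH.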
mIDH1 inhibitor: inhibitors of human mutant IDH1 R132H. O75874. IDH1-R132H enzyme, NADPH consumption, diaphorase/resazurin fluorescence. Potency, µM (doses to about 76.6 µM), without a hit: top-dose activity change, negative = inhibition, actives largely listed as inhibitors. 390,000 compounds, 0.093% hits; further: potency means the concentration at half of the fitted maximal effect; on the % scale 0 is the no-effect control and ±100 the full control effect; nearly all actives have a fitted effect of over 65% in size
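IDH1-R132H (0.5 ug/mL) preincubated 30 min with compound, then NADPH (0.016 mM) and alpha-KG (2 mM) added; 80 min at RT, pH 7.5. Remaining NADPH coupled via diaphorase/resazurin to fluorescence (540/590 nm); concentration-response curves normalized to no-enzyme control.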
Vif-APOBEC3F blk: blocks the Vif interaction with APOBEC3F | HeLa A3F-eYFP + Vif (tagged APOBEC3F with the HIV-1 protein that degrades it), YFP fluorescence increase | Potency, µM (highest dose often 46.1 µM), without a hit: top-dose activity, negative = active | 390,000 compounds, 0.2% hits | AID 602313; further: potency means the concentration at half of the fitted maximal effect; % of control where 0% means no effect; nearly all actives have a fitted effect of over 65% in size
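HeLa cells stably expressing A3F-eYFP plus Vif, plated and incubated overnight at 37 deg C, then exposed to compounds overnight at 37 deg C. Blocked degradation read as raised yellow fluorescence (Ex 488/Em 500-530).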
TrxR1 inh: inhibitors of rat thioredoxin reductase 1; O89049; recombinant rTrxR1, NADPH fluorescence consumption, selenite substrate; Potency, µM (highest dose often 114 µM), inactives show top-dose activity change, negative = inhibition, most hits filed as inhibitors; 390,000 compounds, 1% hits; further: potency means the concentration at half of the fitted maximal effect; on the % scale 0 is the no-effect control and ±100 the full control effect; nearly all actives have a fitted effect of over 65% in size
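Rat TrxR1 (90 nM in the dispensed reagent) was pre-reduced with 400 uM NADPH for 5 min at room temperature, then incubated with compound for 15 min. After 400 uM selenite was added, NADPH fluorescence (Ex 340/Em 450 nm) was followed for 8 min.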
Glioma ERSR ind: ER stress response induction in glioma; U87-MG GRP78 promoter luciferase reporter, 16 h; Potency, µM, for the others: top-dose activation, most hits filed as activators; 420,000 compounds, 0.02% hits; further: potency means the concentration at half of the fitted maximal effect; series mostly up to about 76 µM; % of control where 0% means no effect; nearly all actives have a fitted effect of over 35% in size
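ERSR induction read as luciferase luminescence (Bright-Glo, 10 min at room temperature) in stably transfected human U87-MG glioma cells exposed to compounds for 16 h, using GRP78 as sensor.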
RGS4 inhibitor: blocks human RGS4-accelerated GTP hydrolysis. Transcreener GDP fluorescence polarization, RGS4-accelerated GTP hydrolysis. Potency, µM (doses to about 114 µM), for inactives: at the highest dose activity change, negative = inhibition, usual class: inhibitors. 390,000 compounds, 0.039% hits; further: potency means the concentration at half of the fitted maximal effect; on the % scale 0 is the no-effect control and ±100 the full control effect; nearly all actives have a fitted effect of over 75% in size; some results filed as inactive show a strong effect at the top dose
Target sequence (P49798 whole entry, looked up): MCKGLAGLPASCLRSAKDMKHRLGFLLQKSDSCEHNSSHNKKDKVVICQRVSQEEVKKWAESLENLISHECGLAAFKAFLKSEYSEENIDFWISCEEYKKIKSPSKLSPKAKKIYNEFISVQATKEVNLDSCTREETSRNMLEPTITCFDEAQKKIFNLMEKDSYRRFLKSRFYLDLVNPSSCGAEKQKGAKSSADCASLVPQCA
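MLSMR compounds (23 nl, pin-transferred) preincubated 10 min at room temperature with a 500nM (2x) first reagent, then RGS4 at 900nM (2x) plus Transcreener GDP mix added; fluorescence polarization (620/688 nm) read before and after 90 min at 30 °C.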
The depositor's hits bear a star; ? = inconclusive; · = not tested or not shown; & = joins results of further samples; [ ] = remark or other dose. Unless noted, the call rests on the fitted dose curve; in most records, active means well fitted curve in the direction sought with a large enough effect; inconclusive means small, poorly fitted or top-dose-only effect, or another doubt; inactive means no such curve, though single readings can be large; an effect the other way counts as inactive or inconclusive. Only part of the results is shown; rates above refer to the full screens.

SMILES | USP1-UAF1 inh | TrxR1 substrate | Vif-APOBEC3G blk | LDHA inh | mIDH1 inhibitor | Vif-APOBEC3F blk | TrxR1 inh | Glioma ERSR ind | RGS4 inhibitor
O=[N+]([O-])c1ccccc1S(=O)(=O)N1CCN(S(=O)(=O)c2ccc3c(c2)OCCO3)CC1 | · | 2.2% | 0.9% | -11.2&-1.0 | · | 2.2% | 7.4% | -2.7% | -9.3%
O=C(CSCc1ccc(Cl)cc1)N1CCCCC1 | -17.0% | 10.8%[57.1 µM] | -1.2% | -5.1 | 6.3% | 4.5% | 6.8%[57.1 µM] | 0.8% | 29.7%
Cc1sc2nc(CSc3n[nH]c(N)n3)[nH]c(=O)c2c1C | -10.8% | -0.5%[57.1 µM] | -0.2% | 6.6 | -3.6% | 7.1% | -0.5%[57.1 µM] | -2.4% | -41.7%
Cc1nn(CCO)c(N)c1C1(O)C(=O)Nc2c(Cl)cc(Cl)cc21 (stereo not drawn) | -23.2% | 11.3% | -29.9% | 10.5 | 5.9% | ? | 29.8% | -1.3% | 12.4%
CCNc1nc(NCC)nc(N/N=C/c2ccc(OC)cc2)n1 | -4.6% | -11.8% | 2.7% | -2.2 | -0.3% | 6.1% | 10.1% | -1.0% | 13.1%
CC1CC(C)CN(C(=O)c2ccc(N3CC4CC(C3)c3cccc(=O)n3C4)c([N+](=O)[O-])c2)C1 (stereo not drawn) | -4.9% | -13.1% | 0.9% | -10.5 | -0.2% | 1.5% | -15.6% | -3.7% | 6.9%
Cc1ccc(-n2ccc(=O)c(C(=O)Nc3ccc(S(=O)(=O)Nc4onc(C)c4C)cc3)n2)cc1 | -9.4% | -19.3% | -0.7% | -62.4* | -6.4% | 3.0% | -22.1% | 2.9% | 1.3%
CC(C(=O)NCc1ccc(Cl)cc1)n1cccc1C(=O)c1ccccc1 (stereo not drawn) | -10.7% | -12.6% | -1.8% | -5.9 | 8.2% | -22.0% | 8.1% | -4.4% | 12.3%
O=C(CCNS(=O)(=O)c1ccccc1F)N1CCN(C(c2ccccc2)c2ccccc2)CC1 | -20.9% | 0.3% | -8.8% | -1.7 | 4.2% | -1.0% | 5.5% | -0.6% | -7.5%
COc1ccc(Cn2ccc3nc(C)c(C(=O)NCc4ccc(SC)cc4)cc3c2=O)cc1 | -23.4% | 4.1%[57.1 µM] | -0.1% | -10.2 | -22.2% | -2.2% | 18.3%[57.1 µM] | -2.9% | -26.2%
Cc1c(C(=O)Nc2ccc(F)cc2)nnn1-c1cccc(C(F)(F)F)c1 | -4.8% | 4.7%[57.1 µM] | 0.0% | -5.2 | -0.1% | -6.4% | 15.6%[57.1 µM] | 1.9% | -7.6%
Cc1ccc(C(=O)COC(=O)CCC(=O)Nc2ccc(Oc3ccccc3)cc2)cc1 | -16.4% | 1.4% | -0.4% | 1.1 | 27.9% | 3.6% | -1.4% | 0.5% | -9.9%
CC(=O)Nc1ccc2nc(NC(=O)CCc3ccccc3)sc2c1 | -13.0% | 3.6% | -4.3% | -8.8 | 0.4% | 6.6% | 18.0% | 0.6% | -14.6%
Cc1csc(NC(=O)c2ccc[nH]c2=O)n1 | -1.6% | -9.1% | -4.0% | 0.3 | -2.8% | 8.7% | -3.0% | -6.1% | -4.7%
O=C(CSc1nc2ccc(Cl)cc2[nH]1)NCCc1ccc(Cl)cc1 | -19.4% | -1.3% | -4.7% | 12.6 | 5.1% | 1.0% | -7.5% | -5.5% | -20.5%
CC(Sc1nnc2c(n1)[nH]c1ccccc12)C(=O)N(C)C1CCCCC1 (stereo not drawn) | -16.1% | -12.7% | -3.0% | -0.2 | -9.6% | -1.7% | -3.6% | -4.0% | -2.2%
CCOC(=O)CSc1nc2ccc(NC(=O)c3ccccc3F)cc2s1 | -29.4% | -4.6% | -4.3% | -0.9 | 12.7% | -7.2% | 16.4% | -3.5% | -2.3%
CS(=O)(=O)c1ccc(C(=O)Nc2ccccc2N2CCOCC2)c(Cl)c1 | -21.1% | 1.7%[11.4 µM] | -0.9% | -4.9 | 6.6% | 8.2% | 19.1%[57.1 µM] | -4.9% | -24.3%
Cc1ccccc1CSc1ccc2nnc(-c3ccccn3)n2n1 | -18.2% | -3.4% | -2.0% | -7.5 | 0.9% | 9.4% | 11.6%[57.1 µM] | 0.8% | -2.9%
COC(=O)C(C(=O)Nc1ccccc1C)C1CCCCCC1 (stereo not drawn) | -16.6% | 9.2%[57.1 µM] | -4.4% | -7.3 | 9.5% | 8.0% | 20.2%[57.1 µM] | -1.3% | 24.8%
COc1cc(C(=O)Nc2nnc(CC(C)(C)C)s2)cc(OC)c1OC | 3.8% | 0.9% | 1.7% | -6.1 | -10.1% | 0.2% | -3.5% | 6.7% | -36.4%
O=C(CSC1=NS(=O)(=O)c2ccccc2N1)NCCc1ccccc1 | -21.0% | -5.5% | -3.4% | -9.0 | 1.6% | -17.3% | -0.6% | -2.2% | -35.0%
Cc1ccc(S(=O)(=O)Nc2ccccc2F)cc1C(=O)NNC(=O)c1ccccc1O | -16.5% | 3.7% | -3.5% | 8.2 | 0.4% | 0.8% | 17.5% | -0.3% | -9.9%
CC(C)C[C@H](NC(=O)c1nc[nH]c1C(=O)N[C@@H](CCCCN)C(=O)OC(C)(C)C)C(=O)OC(C)(C)C | -8.8% | -6.3% | -3.9% | -12.4 | 0.0% | -0.7% | -6.3%[57.1 µM] | -3.9% | -22.4%
CCCn1nnnc1NCc1cccc(OC)c1OC | -3.5% | 1.5%[57.1 µM] | -4.4% | 10.3 | 1.0% | 0.8% | 1.5%[57.1 µM] | -3.8% | -33.7%
Cc1cccc(OCC(=O)NCc2ccc3c(c2)CCN3C(=O)c2ccc(Cl)cc2)c1 | 2.3% | 0.7%[57.1 µM] | 2.1% | -1.0 | 9.9% | -3.6% | 6.0%[57.1 µM] | -3.1% | -8.4%
CCOC(=O)/C(=N\Nc1cc(Cl)ccc1Cl)N1CCN(CC)CC1 | -16.2% | 0.0%[11.4 µM] | -6.2% | 3.7 | 3.3% | -12.8% | ? | -4.2% | 6.0%
COc1ccc(NC(=O)N(C)C[C@H]2Oc3ccc(NS(=O)(=O)c4ccc(OC)cc4)cc3C(=O)N([C@H](C)CO)C[C@@H]2C)cc1 | ? | 3.1%[57.1 µM] | -1.9% | 0.6 | -3.2% | -0.1% | -8.0%[57.1 µM] | -2.7% | 2.5%
O=C(Nc1ccc(NC(=O)c2ccccc2Cl)nc1)c1ccco1 | -15.9% | -2.3% | -9.9% | -6.4 | 17.1% | -16.5% | -3.2% | -0.2% | 9.8%
O=C(N/N=C/c1ccco1)c1cccc(S(=O)(=O)Nc2ccccc2Cl)c1 | -14.0% | -15.0% | -2.0% | -0.4 | 9.4% | 9.1% | ? | -1.1% | -11.6%
COc1ccc(OC)c(S(=O)(=O)N2CCC(C(=O)N3CCOCC3)CC2)c1 | -20.0% | -3.0%[57.1 µM] | 2.0% | -4.8 | -1.9% | -3.7% | -1.8%[57.1 µM] | -3.8% | -5.3%
CCn1c(-c2csc3c2CCCC3)n[nH]c1=S | -16.1% | -1.9% | -4.9% | -6.1 | 5.8% | 8.0% | -24.6% | -2.5% | -31.1%
O=C(c1ccccc1)c1ccc(OCC(O)CN2CCN(Cc3ccccc3)CC2)cc1 (stereo not drawn) | -22.1% | -7.2% | -0.7% | -13.0 | -1.9% | 4.9% | -1.5% | -1.3% | 5.3%
Cc1ccc(NS(=O)(=O)c2ccc(C)c(C(=O)N3CCOCC3)c2)cc1 | -13.9% | 0.1% | -0.1% | -2.4 | 6.8% | -6.0% | 16.5% | -3.8% | -14.2%
COCCCNC(=O)Cn1nc(-c2ccc(C)cc2)ccc1=O | -17.9% | 25.6% | 0.5% | -4.9 | 2.7% | -2.8% | 30.4% | 0.1% | 24.4%
C/C(=N\Nc1cccc(Cl)c1)C1(C)N(O)C(C)(C)C(c2ccco2)=[N+]1[O-] (stereo not drawn) | -3.1% | -2.2% | -3.4% | 4.3 | 1.3% | -8.8% | 0.4% | -2.6% | -7.4%
CCCCC1=CC2=C(c3ccco3)C(=O)C(C)(OC(=O)c3ccc(OC)cc3)C(=O)C2=CN1C1CC1 (stereo not drawn) | 5.5% | 2.0%[57.1 µM] | -0.5% | 7.9 | -12.1% | 4.3% | -7.6%[57.1 µM] | -2.0% | -28.8%
CC(C)(C)c1ccc(OCC(=O)N2CCCCCC2)c(Br)c1 | -13.1% | 4.2%[57.1 µM] | -0.5% | -6.0 | 1.3% | 2.5% | 11.5%[57.1 µM] | 5.8% | 19.6%
O=C(C1=C[C@@H](c2ccc(Br)cc2)C[C@@H](OCCCCO)O1)N1CCN(Cc2ccccc2)CC1 | -6.0% | 5.0%[57.1 µM] | -10.3% | -2.9 | -1.1% | 3.2% | -9.8%[57.1 µM] | -3.2% | -13.5%
CCOc1cc(C(=O)NCCc2csc3nc(-c4ccc(C)cc4)nn23)cc(OCC)c1OCC | -9.2% | -0.6% | -3.6% | -3.7 | -7.2% | 5.5% | 3.5% | -0.7% | 6.1%

Screens (PubChem BioAssay)
